Cav32 inh: blocks human Cav3.2 T-type calcium channel; B-score at 10 µM; Cav3.2-expressing cells, Fluo-4 calcium fluorescence FDSS; hits give low values; O95180; 4% of 100,000 active;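 active means single-dose well whose peak fluorescence ratio is a statistical outlier from its plate by either plate-standardised score or position-corrected B-score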
Starred values were filed as active, the others as inactive. Some of the compounds tested. The share of hits here may be higher or lower than overall.

For CC(=O)c1ccc(NC(=O)Nc2ccccc2)cc1 the results were Cav32 inh 0.41.
For CCc1ccc(S(=O)(=O)NCc2cn3ccsc3n2)s1 the results were Cav32 inh -0.8.
Screening Cc1cc(=O)oc(C)c1C(=O)Nc1cccc2ccccc12 returned Cav32 inh -1.5.
`COc1ccc(CCNC(=O)C(C)OC(=O)c2ccco2)cc1OC` (stereo not given) gave Cav32 inh -0.61.
`CCn1c(SCC(=O)NCC2CCCO2)nnc1-c1ccccc1` (stereo not given) gave Cav32 inh -0.13.
Screening Cc1ccc2cc(C(c3nnnn3C3CCCC3)N(Cc3ccco3)Cc3cccs3)c(=O)[nH]c2c1 (stereo not given) returned Cav32 inh -2.4.
For NC(=O)c1ccc(C(F)(F)F)n(Cc2c(Cl)cccc2Cl)c1=O the results were Cav32 inh -0.17.
For Cc1sc2nc(C3CCCCC3)nc(SCC(=O)N3CC(=O)Nc4ccccc43)c2c1C the results were Cav32 inh 0.33.
For COc1ccc(NC(=O)c2cc(-c3cccnc3)nc3c(C)c(C)ccc23)c(OC)c1 the results were Cav32 inh -1.1.
COc1ccc(CNC(=O)c2c(C)cc(=O)oc2C)cc1OC was read as Cav32 inh 0.24.
CC1(C)CC(=O)C(C(=O)/C=C/NCCc2ccccc2)C(=O)C1 was read as Cav32 inh -1.3.
For CC(=O)Nc1cccc(-c2nc3ccccc3c(=O)o2)c1 the results were Cav32 inh 0.51.
O=C(CSc1nnc2scc(-c3ccc(F)cc3)n12)NCc1ccco1 was read as Cav32 inh -0.0088.
Screening COc1ccc(OC)c(NC(=O)Cc2nn(C)c(=O)c3ccccc23)c1 returned Cav32 inh 1.2.
CCOC(=O)c1[nH]c(C)c(C(=O)NCc2ccc(C)cc2)c1C was read as Cav32 inh -0.52.

The final two entries of the part above lead into the next:
Screening COc1ccc(OC)c(NC(=O)Cc2nn(C)c(=O)c3ccccc23)c1 returned Cav32 inh 1.2.
CCOC(=O)c1[nH]c(C)c(C(=O)NCc2ccc(C)cc2)c1C was read as Cav32 inh -0.52.
Screening NC(=O)C1CNc2ccccc2O1 (stereo not given) returned Cav32 inh 0.11.
COC(=O)c1ccc(C2=NOC(C)(c3nnc(-c4cccc(Cl)c4)o3)C2)cc1 (stereo not given) was read as Cav32 inh 1.2.
`CCN(CC)CC(=O)c1c[nH]c2ccc(OC)cc12` gave Cav32 inh -0.77.
`O=C(CSC1=NCCS1)N1CCOCC1` gave Cav32 inh -1.5.
For COc1ccc(-n2nnc3c(=O)n(Cc4cccc(C)c4)cnc32)cc1 the results were Cav32 inh 0.15.
CCN1CCN(Cc2cccc(Oc3ccc(Cl)cc3)c2)CC1 was read as Cav32 inh -0.087.
For O=C(c1ccc(CNc2c(N3CCOCC3)c(=O)c2=O)cc1)N1CC=C(c2ccccc2)CC1 the results were Cav32 inh 0.43.
Screening COc1ccc(C(=O)CSc2nnc(-c3ccco3)n2C)cc1 returned Cav32 inh 2.3.
`CCCCOCC(O)CN1CCN(C(C)=O)CC1` (stereo not given) gave Cav32 inh -0.36.
For COc1ccc(C2C(C#N)=C(N)N(c3cccnc3)C3=C2C(=O)CCC3)cc1Cn1cc([N+](=O)[O-])cn1 (stereo not given) the results were Cav32 inh 0.65.
For CNc1nc(SCc2ccc(C)cc2)nc2c1CCCC2 the results were Cav32 inh -6*.
Screening CCOC(=O)c1cnc2c(C(=O)OC)cccc2c1NCCN1CCOCC1 returned Cav32 inh 0.01.
Screening CCn1c(=S)[nH]c2cc(S(=O)(=O)N3CCCCC3)ccc21 returned Cav32 inh 0.081.
For COC(=O)c1ccc(Oc2nc(C)cc(Oc3ccccc3)n2)cc1 the results were Cav32 inh -2.8.
`CCC(C)N(CCNC(=O)CC1Oc2ccc(C)cc2NC1=O)C1CCCCC1` (stereo not given) gave Cav32 inh 0.013.
`CCOC(=O)c1ccc2nc(NC(NC(C)=O)(C(=O)OC)C(F)(F)F)sc2c1` (stereo not given) gave Cav32 inh 0.16.
CCOC(=O)N1CCN(CC(=O)Nc2ccc(C)c(Br)c2)CC1 was read as Cav32 inh -1.5.
Screening Cc1cccc(NC(=O)CC(C)(C)C)c1 returned Cav32 inh -0.015.
`COC(=O)c1ccc(CSc2ncnc3ccccc23)o1` gave Cav32 inh -1.1.
`CCCCNC(=O)CN1CCC2(O)CCCCC2C1c1ccccc1OC` (stereo not given) gave Cav32 inh 0.35.
`COC(=O)c1sc2ccccc2c1N` gave Cav32 inh -1.3.
For CCCc1cc(=O)[nH]c(SCC(=O)N2CCN(S(=O)(=O)c3ccc(C)cc3)C2)n1 the results were Cav32 inh 0.62.
`COC(=O)CSc1snnc1-c1ccc(Cl)cc1Cl` gave Cav32 inh -0.55.
`COc1ccc(CCNC(=O)C2CCCN(Cc3nc(-c4cccc(Cl)c4)oc3C)C2)cc1OC` (stereo not given) gave Cav32 inh -3.5*.
`NC(=O)c1cc(N)ccc1N1CCCC1` gave Cav32 inh -0.00079.
Screening Cc1cc(NC2C3CC4CC(C3)CC2C4)n2ncnc2n1 (stereo not given) returned Cav32 inh 1.2.
COc1ccc(SCCN2CCN(CC(C)C)CCC2=O)cc1 was read as Cav32 inh 0.68.
CCN1C(=O)c2cccc3c(S(=O)(=O)NC(Cc4c[nH]c5ccccc45)C(=O)O)ccc1c23 (stereo not given) was read as Cav32 inh 0.86.
`CCN(C(=O)c1cc2cc3ccc(C)cc3nc2o1)c1ccc(OC)cc1` gave Cav32 inh -3.3.
`CCc1ccc(/C=C/C(=O)C2C(=O)c3ccccc3C2=O)cc1` gave Cav32 inh -3.8*.

Among those listed so far, three have fluorine:
For NC(=O)c1ccc(C(F)(F)F)n(Cc2c(Cl)cccc2Cl)c1=O the results were Cav32 inh -0.17.
O=C(CSc1nnc2scc(-c3ccc(F)cc3)n12)NCc1ccco1 was read as Cav32 inh -0.0088.
`CCOC(=O)c1ccc2nc(NC(NC(C)=O)(C(=O)OC)C(F)(F)F)sc2c1` (stereo not given) gave Cav32 inh 0.16.

Continuation.
`CCCc1nc2ccccc2c(=O)n1/N=C/c1c(C)[nH]n(-c2ccc(C)cc2)c1=O` gave Cav32 inh -3.8*.
Screening O=C(CSc1nnc(-c2cccnc2)n1Cc1ccco1)Nc1nc(-c2ccc(F)cc2)cs1 returned Cav32 inh -3.4.
Screening CCN1C(=O)N[C@@H](c2cccs2)C(C(C)=O)=C1C returned Cav32 inh 0.44.
`Clc1ccc(-n2ncc3c(NCCCn4ccnc4)ncnc32)cc1` gave Cav32 inh 0.68.
Cc1cccc(C(=O)OCc2cc3ccccc3[nH]c2=O)c1 was read as Cav32 inh -1.3.
For CCCCCCc1cc2cc(-c3nnc(-c4ccccc4)o3)c(=O)oc2cc1O the results were Cav32 inh -8.9*.
O=C(CN(CC1CCCO1)C(=O)CNS(=O)(=O)c1ccc(Cl)cc1)NCCc1ccccc1 (stereo not given) was read as Cav32 inh -2.1.
CNC(=S)N1N=C(c2ccc(Br)cc2)CC1c1ccc(Br)cc1 (stereo not given) was read as Cav32 inh -6.7*.
For CCN(CC)S(=O)(=O)c1ccc(-c2nnc(SCC(C)=O)o2)cc1 the results were Cav32 inh 0.82.
`CCOc1ccc(C(=O)CSc2nnc3ccccn23)cc1` gave Cav32 inh 1.4.
For O=C(c1cc(-c2cccc(O)c2)on1)N1CCOCC1 the results were Cav32 inh -0.5.
Screening CCSc1ncc(Cl)c(C(=O)N(Cc2ccc(N(C)C)cc2)C2CCS(=O)(=O)C2)n1 (stereo not given) returned Cav32 inh 3.5*.
`Cc1cc(-c2nn3c(C)nnc3s2)ccc1NC(=O)C(C)(C)C` gave Cav32 inh 1.1.
`Cc1noc(C)c1S(=O)(=O)Nc1c(C)n(C)n(-c2ccccc2)c1=O` gave Cav32 inh 0.14.
Screening COc1ccc(-c2noc(-c3ccc(Br)o3)n2)cc1OC returned Cav32 inh -0.0054.
`C=CCn1c(=O)c2ccccc2n2c(SCc3cc(=O)n4ccsc4n3)nnc12` gave Cav32 inh 1.5.
Screening OC(COc1cccc2ccccc12)CN1CCN(c2ccccn2)CC1 (stereo not given) returned Cav32 inh -0.88.
`O=C1c2ccccc2C(=O)N1CCc1nn[nH]n1` gave Cav32 inh -1.7.
O=C(CSc1nnc(-c2ccncc2)n1CCc1ccccc1)NCc1ccccc1 was read as Cav32 inh 1.2.
`Brc1cnc(N2CCOCC2)nc1N1CCCCC1` gave Cav32 inh -0.53.
For CC(C)c1ccc(C2CC(=O)N3CN(Cc4ccco4)CSC3=C2C#N)cc1 (stereo not given) the results were Cav32 inh 1.3.
For CCn1c(=O)cc(OCC(=O)Nc2cccnc2)c2ccccc21 the results were Cav32 inh 1.2.
CCC(c1nnnn1CCc1ccccc1)N(Cc1ccco1)Cc1cc2cc(C)cc(C)c2[nH]c1=O (stereo not given) was read as Cav32 inh -2.
For COc1ccc(-c2nnc(SCC(=O)N3CCCC(C)C3)o2)c(OC)c1 (stereo not given) the results were Cav32 inh -0.17.
CCC(=O)Nc1cccc(Oc2nc(C)cc(C)c2C#N)c1 was read as Cav32 inh 0.21.
CCOc1ccc(-n2c(SCC(=O)Nc3cc(C)on3)nc3c([nH]c4ccccc43)c2=O)cc1 was read as Cav32 inh 0.094.
`CC(C)c1ccc(CNc2cc(N3CCCC3)ccc2[N+](=O)[O-])cc1` gave Cav32 inh -1.3.
C=COCCNC(=O)C(=O)NC(C)C was read as Cav32 inh 0.55.
For CC(C)C1Cc2c(sc3c2c(=O)n(Cc2ccccc2)c2nncn32)CO1 (stereo not given) the results were Cav32 inh -0.016.
`O=C(COc1ccc(C(=S)N2CCOCC2)cc1)N1CCCC1` gave Cav32 inh 0.53.
`COc1ccc(N2CC(C)Cn3c2nc2c3c(=O)[nH]c(=O)n2C)cc1` (stereo not given) gave Cav32 inh 0.41.
Cc1ccc2nc(NC(=O)CN3CCOCC3)sc2c1 was read as Cav32 inh 0.39.
`Cc1nn(C(C)C(=O)NNC(=S)Nc2ccc(F)cc2)c(C)c1[N+](=O)[O-]` (stereo not given) gave Cav32 inh -0.84.
For Cc1c(NC(=O)N2CCCCCC2)c(=O)n(-c2ccccc2)n1C the results were Cav32 inh 0.46.
`CC1CC(C)CN(C(=O)CSc2nnc(CSc3ncccn3)n2C)C1` (stereo not given) gave Cav32 inh 0.56.
Cc1cc(C)c(NC(=O)c2cc3c(nc4sccn43)s2)c(C)c1 was read as Cav32 inh -0.35.
For Cc1ccc(SCc2cc(=O)[nH]c(N3CCN(Cc4ccc5c(c4)OCO5)CC3)n2)cc1 the results were Cav32 inh 0.046.
For CC(=O)c1ccc(-n2nnnc2SCC(=O)NNC(=O)c2ccco2)cc1 the results were Cav32 inh 0.6.
Screening CCn1c(SCC(=O)c2ccccc2)nnc1-c1cc2cc(Br)ccc2o1 returned Cav32 inh 0.13.
For CC(=O)NC(Cc1c[nH]c2ccccc12)C(=O)OCC(=O)Nc1ccc2c(c1)OCO2 (stereo not given) the results were Cav32 inh -0.67.
`CCOc1ccc(NS(=O)(=O)c2ccc(SC)cc2)cc1` gave Cav32 inh -5.9*.
Screening COC(=O)c1c(C)cc(O)cc1O returned Cav32 inh -0.13.
COc1ccc(Nc2nc(C)cc(C)c2C#N)cc1 was read as Cav32 inh -1.2.
For CCCC(=O)OCCNC(=O)c1cc2ccccc2oc1=O the results were Cav32 inh -0.023.
CC(C)N=C(NC#N)SCc1ccc(Br)cc1 was read as Cav32 inh -0.3.

Filtered by structure, those above with a cyano group.
For COc1ccc(C2C(C#N)=C(N)N(c3cccnc3)C3=C2C(=O)CCC3)cc1Cn1cc([N+](=O)[O-])cn1 (stereo not given) the results were Cav32 inh 0.65.
For CC(C)c1ccc(C2CC(=O)N3CN(Cc4ccco4)CSC3=C2C#N)cc1 (stereo not given) the results were Cav32 inh 1.3.
CCC(=O)Nc1cccc(Oc2nc(C)cc(C)c2C#N)c1 was read as Cav32 inh 0.21.
COc1ccc(Nc2nc(C)cc(C)c2C#N)cc1 was read as Cav32 inh -1.2.
CC(C)N=C(NC#N)SCc1ccc(Br)cc1 was read as Cav32 inh -0.3.

(listing goes on)
For Cn1c(C(=O)N2CCCC(C(=O)NCCc3ccccc3)C2)cc2sccc21 (stereo not given) the results were Cav32 inh 0.14.
Screening COc1ccccc1-c1nc(-c2ccc(Br)o2)no1 returned Cav32 inh 0.0097.
For CC12CN3CC(C)(CN(C1)C3c1ccc3ccccc3c1O)C2=O (stereo not given) the results were Cav32 inh 1.1.
`C=CCN1c2ccccc2[C@]23C[C@@H](C(=O)OC)N(C(=O)OCC)C2=NC(C(=O)OC)=C(C(=O)OC)[C@H]13` gave Cav32 inh 0.015.
Screening CCCSc1nc2sc3c(c2c(=O)[nH]1)CCN(Cc1ccccc1)C3 returned Cav32 inh -5.9*.
Screening Cc1ccc(-c2nnn(CC(=O)N(Cc3ccccc3)C(C(=O)NC3CCCC3)c3ccncc3)n2)o1 (stereo not given) returned Cav32 inh -0.019.
Screening CN1CCc2nc(SCC(=O)Nc3ccc(Cl)cc3)c(C#N)cc2C1 returned Cav32 inh 1.2.
Screening O=C(CN1CCN(c2ccccc2)CC1)Nc1ccc(Oc2ccccc2)cc1 returned Cav32 inh -1.7.
Screening Cc1ccc(Cn2ccc(NC(=O)c3cc(-c4ccc(F)cc4)on3)n2)cc1 returned Cav32 inh 0.27.
CCNc1nc(Oc2ccc(=O)n(-c3ccccc3)n2)nc(N2CCOCC2)n1 was read as Cav32 inh 0.58.
`CCOc1nc(Nc2ccc(F)cc2)nc(N2CCN(c3ccc(OC)cc3)CC2)n1` gave Cav32 inh -0.9.
For COc1ccc(OC)c(C2=C[N+](=O)C(C)(C)C(C)(C)N2[O-])c1 the results were Cav32 inh 1.1.
For Cc1cccc(N(C2C=CS(=O)(=O)C2)S(=O)(=O)c2ccccc2)c1 (stereo not given) the results were Cav32 inh -1.1.
`COCCN(Cc1ccccc1)P(=O)(O)c1ccccc1OCC(=O)O` gave Cav32 inh 0.56.
CCc1ccc(O)c(N=Cc2ccccc2O)c1 was read as Cav32 inh 0.012.
Cc1nc(N2CCOCC2)c2oc3ccccc3c2n1 was read as Cav32 inh 0.5.
Screening O=c1cc(CSc2nnnn2-c2ccccc2)nc(Nc2ccc(F)cc2)[nH]1 returned Cav32 inh 0.23.

A run of entries from further up:
For Cn1c(C(=O)N2CCCC(C(=O)NCCc3ccccc3)C2)cc2sccc21 (stereo not given) the results were Cav32 inh 0.14.
Screening COc1ccccc1-c1nc(-c2ccc(Br)o2)no1 returned Cav32 inh 0.0097.

Screens as filed in PubChem.
